KB-V1 cytotox = qHTS assay for MDR1-selective chemotherapeutics: Primary screen using the drug-selected MDR subline cells KB-V1 | KB-V1 MDR cells viability, CellTiter-Glo, 72 h | Potency, µM (series often up to 46.1 µM), for inactives: at the top dose activity change, negative = cytotoxicity, usual class: cytotoxic | 3.4% of 400,000 active; also: potency is read from the fitted curve at half-maximal effect; % is scaled to controls: 0 for no effect and ±100 for the full control effect; nearly all actives have a fitted effect of over 60% in size
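KB-V1 cells (P-gp-expressing MDR subline of KB-3-1) in phenol-red-free DMEM with 10% FBS were exposed to library compounds over a concentration series for 72 h at 37 degrees C. Viability read by CellTiter-Glo luminescence; concentration-effect curves fitted after normalization.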
IL-1B inflam inh = qHTS for Inhibitors of Inflammasome Signaling: IL-1-beta AlphaLISA Primary Screen; activity change, % at 57.5 µM; THP-1 LPS/ATP IL-1B secretion, AlphaLISA, 16 h; hits give low values; AID 743279, 2014; 4.7% of 360,000 active; in the data active = activity change below about -50%; inconclusive = mostly about -30% to -49%; also: % is scaled to controls: 0 for no effect and ±100 for the full control effect
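THP-1 cells pretreated 1 hr with compounds (up to 57.5 uM final), then stimulated with LPS (250 ng/mL final) plus ATP (1.25 mM final); secreted IL-1B measured by AlphaLISA after 16 hr, decreased signal indicating inhibition.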
ATXN2 expr inh = Primary qHTS for Inhibitors of ATXN expression. AID 1745845, 2022. Potency, µM (top dose mostly 57 µM), for inactives: at the highest dose activity change, negative = inhibition, usual class: inhibitors. HEK-293 ATXN2-luciferase reporter, luminescence, 24 h. 0.72% of 360,000 active; also: potency is read from the fitted curve at half-maximal effect; % is scaled to controls: 0 for no effect and ±100 for the full control effect; nearly all actives have a fitted effect of over 55% in size
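ATXN2-luciferase reporter cells (luciferase flanked by upstream and downstream ATXN2 gene portions) were treated 24 h at 37 °C with compounds at up to 57 uM. SteadyGlo luminescence gave expression; GF-AFC fluorescence gave viability.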
ATXN viability = Viability Counterscreen for Primary qHTS for Inhibitors of ATXN expression | S2 cells (HEK-293 line with an ATXN2-luciferase reporter) viability, CellTiter-Fluor protease fluorescence, 24 h | AID 651635, 2014 | 0.49% of 400,000 active | Potency, µM (highest dose often 56.7 µM), actives largely listed as cytotoxic; also: potency is read from the fitted curve at half-maximal effect; nearly all actives have a fitted effect of over 40% in size
KB-3-1 cytotox = qHTS assay for MDR1-selective chemotherapeutics: Primary screen using the parental adenocarcinoma cell KB-3-1; KB-3-1 viability, CellTiter-Glo ATP luminescence, 72 h; Potency, µM (highest dose often 46.1 µM), for the others: at the highest dose activity change, negative = cytotoxic, actives largely listed as cytotoxic; 1.4% of 400,000 active; also: potency is read from the fitted curve at half-maximal effect; % is scaled to controls: 0 for no effect and ±100 for the full control effect; nearly all actives have a fitted effect of over 60% in size
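KB-3-1 cells, DMEM (no phenol red) + 10% FBS; compound by pin transfer, 72 h, 37 °C. Readout: CellTiter-Glo luminescence after 10 min. Data normalized, curve-fitted.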
HT1080-NT tox = qHTS for induction of synthetic lethality in tumor cells producing 2HG: qHTS for the HT-1080-NT fibrosarcoma cell line; HT-1080-NT fibrosarcoma viability, CellTiter-Glo ATP luminescence, 48 h; Potency, µM (highest dose often 46.1 µM), inactives show top-dose activity, negative = less viability, usual class: cytotoxic; 1.6% of 360,000 active;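 also: NT is the 2HG producing partner of a matched IDH1 knockdown line; potency is read from the fitted curve at half-maximal effect; 0% = DMSO-treated cells and -100% = media-only wells without cells; nearly all actives have a fitted effect of over 55% in size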
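A 48-hour cytotoxicity screen used HT-1080-NT cells plated 2 hours before compound delivery. ATP-based CellTiter-Glo luminescence measured viability, normalized to DMSO and no-cell controls.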
HT1080 IDH1KD tx = qHTS for induction of synthetic lethality in tumor cells producing 2HG: qHTS for the HT-1080-IDH1KD cell line; HT-1080 IDH1 knockdown viability, ATP luminescence, 48 h; AID 686971, 2013; Potency, µM (top dose mostly 46.1 µM), for inactives: top-dose activity, negative = toxicity, usual class: cytotoxic; 2% of 360,000 active;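 also: potency is read from the fitted curve at half-maximal effect; 0% = DMSO wells and -100% = cell-free medium wells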
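In this qHTS, HT-1080 cells depleted of IDH1 are exposed for 48 h at 37 °C to compound titrations. Toxicity is scored from CellTiter-Glo luminescence, with DMSO as full viability and medium alone as none.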
MCF10A rerep = A quantitative high throughput screen for small molecules that induce DNA re-replication in MCF 10a normal breast cells; 2.9% of 350,000 active; MCF 10A DNA re-replication, Hoechst nuclear intensity, 48 h; Potency, µM (top dose mostly 46.1 µM), for inactives: at the highest dose activity, positive = re-replication, actives largely listed as activators; AID 624296, 2012; also: potency is read from the fitted curve at half-maximal effect; % of control where 0% means no effect; nearly all actives have a fitted effect of over 50% in size
SW480 rereplic = A quantitative high throughput screen for small molecules that induce DNA re-replication in SW480 colon adenocarcinoma cells; SW480 DNA re-replication, Hoechst DNA content imaging, 48 h; AID 624297, 2012; Potency, µM (series often up to 46.1 µM), for the others: at the highest dose re-replication activation, usual class: activators; 1.8% of 340,000 active; also: potency is read from the fitted curve at half-maximal effect; % of control where 0% means no effect; nearly all actives have a fitted effect of over 55% in size
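Cells (250 per well) received 23 nL compound or DMSO by pin tool and were kept 48 hr at 37 C, 5% CO2. Nuclei were then stained with Hoechst for 40 min and scanned for DNA content.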
* = called active by the depositor; i = inactive; ? = inconclusive; · = no result given; [ ] = remark or other dose. Unless noted, calls follow the shape of the dose curve; as a rule, active = well fitted curve in the direction sought with a large enough effect; inconclusive = small, poorly fitted or top-dose-only effect, or another doubt; inactive = no such curve, though single readings can be large; an effect the other way counts as inactive or inconclusive.

SMILES	KB-V1 cytotox	IL-1B inflam inh	ATXN2 expr inh	ATXN viability	KB-3-1 cytotox	HT1080-NT tox	HT1080 IDH1KD tx	MCF10A rerep	SW480 rereplic
O=C(CCCOc1ccccc1)N1CCN(S(=O)(=O)c2cccs2)CC1	?	-14	-34%	i	-13%	-1%	-2%	1%	-3%
CC(=O)Nc1ccc2sc(C)nc2c1	18%	0	·	i	2%	17%	5%	-1%	-4%
N/C(=N\OC(=O)c1ccc2ccccc2c1)c1cccc([N+](=O)[O-])c1	-8%	-1	17%	?	?	11%	21%	6%	-5%
Cc1c(Cl)cccc1NC(=O)CC(C(=O)O)C1CCCO1 (stereo unspecified)	8%	-19	·	·	-2%	8%	2%	0%	-7%
CCCN1CC23C=CC(O2)C(C(=O)O)C3C1=O (stereo unspecified)	0%	10	10%	i	2%	-4%	2%	15%	-2%
NC(N)=N/N=C/c1ccc(OCc2ccccc2)c(OCc2ccccc2)c1	-11%	-96*	22µM*	22µM*	?	23µM*	18µM*	12µM*	21%
Cc1nn(C)c(NC(=O)c2ccc(Cl)cc2Cl)c1Br	12%	-17	·	i	2%	0%	0%	8%	-8%
CCn1c(Cc2ccc(OC)cc2)nnc1SCC(=O)N1CCN(c2ccccc2)CC1	?	5	-21%	i	-9%	4%	-14%	22%	-2%
Cc1cc2oc(=O)cc(CN3CCN(Cc4ccccc4)CC3)c2cc1C	5%	1	-11%	i	-5%	-1%	-5%	13%	-12%
COC(=O)[C@@]1(Cc2ccc(F)cc2)[C@H]2c3cc(C(=O)N(C)C)n(Cc4c(CO)[nH]cc(C)c4=O)c3C[C@H]2CN1C(=O)c1ccccc1	?	34	7%	i	14%	0%	2%	-5%	-14%
Cc1ccccc1-n1c(C)cc(/C=N/Nc2ccc([N+](=O)[O-])cn2)c1C	0%	-13	2%	i	0%	23µM*	?	3%	?
COc1ccc(C2CC(c3ccccc3)=NN2C(=O)COC(=O)C2(C)CC2(Cl)Cl)cc1 (stereo unspecified)	-22%	-68*	-30%	i	-4%	-24%	-24%	7%	8%
Cc1nnc(SCC(=O)N2CCc3ccccc32)s1	-4%	25	27%	i	2%	3%	4%[9.24 µM]	?	8%
Cc1cc2ccccn2c1C(=O)c1ccncc1	?	2	-6%	?	15%	-1%	9%	-5%	-9%
CN(CC(=O)Nc1ccccc1Br)C(=O)CNC(=O)Cc1cccc2ccccc12	-2%	13	-12%	i	5%	-7%	0%	0%	-10%
Cc1cccc(OCC(=O)NCC(=O)N/N=C/c2c(C)[nH]c3ccccc23)c1	-1%	8	-25%	i	15%	-19%	-26%	?	-6%
O=C(NC1CCCCC1)C1COc2ccccc2O1 (stereo unspecified)	0%	-8	5%	i	13%	-3%	4%	3%	-2%
CN1CCN(C2CN(Cc3ccc(F)cc3)S(=O)(=O)C2)CC1 (stereo unspecified)	-7%	37	-7%	i	0%	18%	16%	·	·
COc1ccc(N2C(=O)CCC(C(=O)NCc3cccnc3)C2c2ccc(OC)c(OC)c2)cc1 (stereo unspecified)	2%	37	-3%	i	1%	2%	9%	1%	-2%
O=C(CN1C(=O)/C(=C/c2ccco2)SC1=S)NC1CCS(=O)(=O)C1 (stereo unspecified)	?	-16	5%	i	13%	-12%	-17%	-1%	-1%
COc1ccc(NC(=O)CN(c2ccccc2OC)S(=O)(=O)c2cccs2)cc1Cl	·	-6	-6%	i	·	-23%	?	?	?
CN(C)CCCN(C(=O)c1ccc(S(=O)(=O)N(C)Cc2ccccc2)cc1)c1nc2c(F)cccc2s1	-9%	-96*	?	i	-13%	?	-27%	?	83%
CCN(CC)c1ccc2cc(S(=O)(=O)c3ccc(C)cc3)c(=O)oc2c1	-2%	-4	8%	·	8%	15%	5%	2.6µM*	3.3µM*
COc1cc(/C=N/NC(=O)CNS(=O)(=O)c2ccc(C)cc2)cc(OC)c1OC	7%	7	14%	i	-2%	-14%	-7%	3%	-6%
CCc1ccc(OCC(=O)NC(=S)Nc2ccc(C)cc2C)c(Br)c1	3%	-26	15%	i	6%	3%	15%	-8%	6%
Cc1ccc(-c2csc3ncn(CC(N)=O)c(=O)c23)cc1C	20%	3	-2%	i	-2%	7%	2%	7%	?
CCOC(=O)c1[nH]c(C)c(C(=O)NC(C)CC)c1C (stereo unspecified)	33%	1	4%	i	3%	0%	4%	18%	-2%
COC(=O)CCCC(=O)N1CCC(CCC(=O)NCc2ccc(F)cc2)CC1	?	16	-5%	i	12%	-4%	-1%	-3%	1%
NC(Cc1ccc(C(F)(F)F)cc1)c1csc(NC(=O)Nc2ccccc2Oc2ccccc2)n1 (stereo unspecified)	-21%	-60*	-14%	·	?	?	-6%	·	·
Cc1c(C)c2c(OCC(=O)N3CCC(C(N)=O)CC3)cc3c(c2oc1=O)CCC(C)(C)O3	-10%	-11	-15%	i	0%	-5%	-8%	-9%	-8%

Part of the list above in order of molar mass, highest first.
SMILES	KB-V1 cytotox	IL-1B inflam inh	ATXN2 expr inh	ATXN viability	KB-3-1 cytotox	HT1080-NT tox	HT1080 IDH1KD tx	MCF10A rerep	SW480 rereplic
CN(C)CCCN(C(=O)c1ccc(S(=O)(=O)N(C)Cc2ccccc2)cc1)c1nc2c(F)cccc2s1	-9%	-96*	?	i	-13%	?	-27%	?	83%
NC(Cc1ccc(C(F)(F)F)cc1)c1csc(NC(=O)Nc2ccccc2Oc2ccccc2)n1 (stereo unspecified)	-21%	-60*	-14%	·	?	?	-6%	·	·
COc1ccc(N2C(=O)CCC(C(=O)NCc3cccnc3)C2c2ccc(OC)c(OC)c2)cc1 (stereo unspecified)	2%	37	-3%	i	1%	2%	9%	1%	-2%
COc1cc(/C=N/NC(=O)CNS(=O)(=O)c2ccc(C)cc2)cc(OC)c1OC	7%	7	14%	i	-2%	-14%	-7%	3%	-6%
COC(=O)CCCC(=O)N1CCC(CCC(=O)NCc2ccc(F)cc2)CC1	?	16	-5%	i	12%	-4%	-1%	-3%	1%
O=C(CN1C(=O)/C(=C/c2ccco2)SC1=S)NC1CCS(=O)(=O)C1 (stereo unspecified)	?	-16	5%	i	13%	-12%	-17%	-1%	-1%
CCN(CC)c1ccc2cc(S(=O)(=O)c3ccc(C)cc3)c(=O)oc2c1	-2%	-4	8%	·	8%	15%	5%	2.6µM*	3.3µM*
Cc1ccc(-c2csc3ncn(CC(N)=O)c(=O)c23)cc1C	20%	3	-2%	i	-2%	7%	2%	7%	?
CCOC(=O)c1[nH]c(C)c(C(=O)NC(C)CC)c1C (stereo unspecified)	33%	1	4%	i	3%	0%	4%	18%	-2%

Next section.
SMILES	KB-V1 cytotox	IL-1B inflam inh	ATXN2 expr inh	ATXN viability	KB-3-1 cytotox	HT1080-NT tox	HT1080 IDH1KD tx	MCF10A rerep	SW480 rereplic
COc1ccccc1CNC(=O)C(=O)NCC1OCCN1S(=O)(=O)c1ccc(Br)cc1 (stereo unspecified)	?	i	-6%	i	-5%	-6%	-1%	0%	23µM*
COc1ccc(C2C(C#N)=C(N)N(c3sc4c(c3C#N)CCCC4)C3=C2C(=O)CC(C)(C)C3)cc1OC (stereo unspecified)	-4%	-12	12%	i	-6%	-19%	0%	7%	8%
O=C(CCn1c(=O)c2sccc2n(CC(=O)OCc2ccccc2)c1=O)NCc1ccco1	10%	-14	3%	i	0%	3%[9.24 µM]	-5%	2%	-6%
COc1cc(C=Nc2cccc(C)c2)c(O)c([N+](=O)[O-])c1	-12%	-13	1%	i	-15%	-24%	-21%	?	0%
CC(=O)Nc1ccc(NC(=O)[C@@H](NC(=O)N2C[C@H]3C[C@@H](C2)c2cccc(=O)n2C3)C(C)C)cc1	14%	7	1%	i	0%	2%	5%	-15%	-13%
COc1ccc(CCN2CN(S(=O)(=O)c3ccc(OC)cc3)c3nc4ccccc4nc32)cc1	?	2	26%	i	-19%	-3%	-8%	?	9%
CC(OC(=O)c1ccc2c(c1)NC(=O)CS2)C(=O)c1ccc(F)cc1 (stereo unspecified)	-18%	-56*	-18%	i	-1%	-16%	-7%	4%	2%
Cc1ccc(S(=O)(=O)N2CCCC2C(=O)NCc2ccncc2)cc1 (stereo unspecified)	0%	0	4%	i	1%	19%	9%	9%	-3%
COC(=O)c1cc2oc3ccccc3c2n1CC(=O)Nc1ccc(C)c(F)c1	0%	·	-4%	i	2%	·	·	·	·
CCNC(=S)Nc1ccc(Cl)c(C(F)(F)F)c1	23µM*	4	-22%	i	?	0%	-10%	?	?
CCCn1c(N2CCC(Cc3ccccc3)CC2)nc2c1c(=O)[nH]c(=O)n2C	?	-5	-4%	i	?	?	?	15%	1%
COc1cc(/C=N/n2c(-c3n[nH]c4c3CCC4)n[nH]c2=S)ccc1O	14%	86	5%	i	1%	-3%	-15%	3%	-12%
O=C(Nc1nnc(-c2ccco2)o1)c1ccc([N+](=O)[O-])s1	?	1	?	?	?	?	?	21µM*	?
Fc1ccccc1CSc1ncnc2sc3c(c12)CCCC3	-12%	0	?	i	8%	3%	5%	?	-3%

Compound activity from PubChem.
